FBW7 act = activators of human E3 ligase FBW7; Q969H0; AlphaScreen FBW7–phospho-cyclin E peptide binding, activator screen; normalized activity (activation), % at 26.1 µM; hit rate 0.13% among 650,000; AID 1259310; in the data active means normalized activity above about 1.9%;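 further: purified mutant Fbw7 with reduced substrate affinity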
Target sequence (Q969H0 whole entry, looked up): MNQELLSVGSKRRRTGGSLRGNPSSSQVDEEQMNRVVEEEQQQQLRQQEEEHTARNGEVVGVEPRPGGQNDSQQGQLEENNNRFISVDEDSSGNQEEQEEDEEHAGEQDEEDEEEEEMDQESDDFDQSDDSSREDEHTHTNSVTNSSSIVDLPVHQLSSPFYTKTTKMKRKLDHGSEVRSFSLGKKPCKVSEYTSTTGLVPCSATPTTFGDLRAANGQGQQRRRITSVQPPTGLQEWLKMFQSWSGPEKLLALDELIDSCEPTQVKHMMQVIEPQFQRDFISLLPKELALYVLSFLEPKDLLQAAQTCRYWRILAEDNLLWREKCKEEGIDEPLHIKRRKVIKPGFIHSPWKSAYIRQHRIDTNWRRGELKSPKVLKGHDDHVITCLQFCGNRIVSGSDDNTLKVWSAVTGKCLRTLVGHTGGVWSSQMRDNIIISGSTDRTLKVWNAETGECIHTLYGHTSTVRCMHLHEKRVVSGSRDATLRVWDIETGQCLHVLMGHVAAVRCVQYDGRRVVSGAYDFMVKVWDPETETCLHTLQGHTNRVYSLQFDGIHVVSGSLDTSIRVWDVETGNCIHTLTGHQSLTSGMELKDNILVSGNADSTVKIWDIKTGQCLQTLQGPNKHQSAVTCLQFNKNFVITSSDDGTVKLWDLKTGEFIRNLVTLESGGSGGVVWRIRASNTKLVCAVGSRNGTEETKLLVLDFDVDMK
TEAD-YAP block = TEAD-YAP interaction inhibition; HEK-TIYL cells, TEAD-Gal4/YAP UAS-luciferase luminescence; inhibition, % at 9.12 µM; hit rate 1.4% among 640,000; in the data active means inhibition above about 32%;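 further: 0% = median of test compound wells and 100% = reference inhibitor wells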
GPR151 activ = activates the human receptor GPR151; PathHunter beta-arrestin GPR151 cells, luminescence; activation, % at 11.2 µM; AID 1508602; Q8TDV0; hit rate 1% among 650,000; in the data active means activation above about 4.9%;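 further: 0% = median of compound wells and 100% = cells with positive control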
MITF primary = human MITF inhibition, primary screen. O75030. inhibition, % at 2.6 µM. AlphaScreen MITF homodimerization, bead proximity signal. hit rate 0.91% among 650,000. AID 1259374; in the data active means inhibition above about 50%;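 further: 0% = vehicle wells with protein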
* marks the source's active call; other numbers are inactive results.

Assay codes: A = FBW7 act; B = TEAD-YAP block; C = GPR151 activ; D = MITF primary
[1] CS(=O)(=O)N(CC(=O)Nc1ccccc1Br)c1cccc(F)c1
  A: 0.9	B: 5	C: -0.6	D: 20
[2] Cc1ccc2c(C)nc(/N=C(\N)NC(=O)Cc3ccc(Cl)cc3)nc2c1
  A: 0.1	B: 5	C: -0.4	D: 18
[3] CCOc1ccc(-n2cc(-c3ccccc3)c3c(N4CCCC(C)C4)ncnc32)cc1 (stereo not given)
  A: 0.9	B: -7	C: 0.1	D: 16
[4] NC(C(=O)N1CCN(C(=O)c2ccc3[nH]ncc3c2)CC1)c1cccc(Cl)c1 (stereo not given)
  A: 0.2	B: 6	C: -1.3	D: 19
[5] COc1ccc(OC)c(NS(=O)(=O)c2ccc(F)cc2)c1
  A: 0.0	B: 7	C: 1.3	D: 1
[6] COc1ccc(-c2csc(NC(=O)c3ccc(S(=O)(=O)N(C)c4ccccc4)cc3)n2)cc1
  A: -0.1	B: 0	C: -0.2	D: 0
[7] COc1ccccc1C(=O)NC(CCSC)C(=O)OCC(=O)c1ccc[nH]1 (stereo not given)
  A: 0.2	B: 1	C: 0.8	D: -2
[8] O=c1ccc2cc(S(=O)(=O)NCCCN3CCCCCC3)ccc2[nH]1
  A: -0.1	B: 1	C: -0.7	D: 7
[9] CCCCc1ccc(C(=O)N/C(=C\c2ccc(F)cc2)C(=O)Nc2cccc(F)c2)cc1
  A: 0.8	B: 10	C: 0.4	D: 7
[10] COc1ccc(CNC(=O)C2CCN(C(=O)N3CCOc4ccc(Cl)cc43)CC2)cc1
  A: -0.1	B: -6	C: -1.1	D: -11
[11] Cc1ccc(-c2c(C(=O)Nc3cc(-c4nc5ccccc5[nH]4)ccc3C)oc(=O)c3ccccc23)cc1
  A: -0.1	B: -12	C: 1.8	D: -5
[12] O=C(CCc1ccc(=O)[nH]n1)N1CCCC(CNC(=O)C2(c3ccc(Cl)cc3)CC2)C1 (stereo not given)
  A: 0.0	B: -9	C: -0.9	D: -1
[13] O=C1N[C@H](Cc2ccccc2)C(=O)N2CCN(C(=O)c3ccccc3Cl)C[C@H]12
  A: 0.1	B: -6	C: -0.3	D: 20
[14] CC(=O)Oc1cccc(/C=C2/N=C(c3cccc(Cl)c3Cl)OC2=O)c1
  A: 0.0	B: -7	C: 2.0	D: 4
[15] CCCNc1cc(C)nc(-c2ccc(N3CCOCC3)nc2)n1
  A: 0.1	B: -8	C: -1.0	D: 3
[16] CN(CCc1ccccn1)Cc1ccc2c(c1)CN(C(=O)C1CNC(=O)C1)CCO2 (stereo not given)
  A: -0.1	B: -8	C: -0.8	D: 11
[17] CC1CCN(c2ncccc2C(=O)NC2CCCCC2)CC1
  A: -0.1	B: 9	C: 0.1	D: 2
[18] CCCOc1ccc(S(=O)(=O)N2CCOCC2)cc1[N+](=O)[O-]
  A: -0.1	B: 4	C: -1.0	D: 3
[19] O=C1c2ccccc2C(=O)C12OC(c1ccc(Cl)cc1)C1(C(=O)c3ccccc3C1=O)C2c1ccc(F)cc1 (stereo not given)
  A: 0.2	B: -4	C: -0.1	D: 7
[20] COC(=O)c1cccc(NC(=O)COc2ccc(C(C)C)cc2)c1
  A: 0.1	B: -29	C: -0.2	D: -24
[21] NC(=O)c1ccccc1NC(=O)C(c1ccccc1)N1Cc2ccccc2C1=O (stereo not given)
  A: -0.1	B: 3	C: 0.1	D: 8
[22] O=C(CN1CCCCCC1)N/N=C/c1ccc(Br)s1
  A: -0.4	B: 0	C: 0.0	D: 11
[23] O=C(CNc1cccc(Br)c1)Nc1ccccc1C(=O)Nc1ccccc1
  A: 0.6	B: 3	C: 2.0	D: 1
[24] Cc1cc(C)n2nc(CNS(=O)(=O)c3ccc(Cl)cc3)nc2n1
  A: 0.8	B: 10	C: -0.2	D: 11
[25] COc1ccc(NC(=S)NC(=O)c2ccc(Cl)cc2)cc1
  A: -0.3	B: -38	C: -1.2	D: -15

Copied from above: compounds 1 to 6
Assay codes: A = FBW7 act; B = TEAD-YAP block; C = GPR151 activ; D = MITF primary
[1] CS(=O)(=O)N(CC(=O)Nc1ccccc1Br)c1cccc(F)c1
  A: 0.9	B: 5	C: -0.6	D: 20
[2] Cc1ccc2c(C)nc(/N=C(\N)NC(=O)Cc3ccc(Cl)cc3)nc2c1
  A: 0.1	B: 5	C: -0.4	D: 18
[3] CCOc1ccc(-n2cc(-c3ccccc3)c3c(N4CCCC(C)C4)ncnc32)cc1 (stereo not given)
  A: 0.9	B: -7	C: 0.1	D: 16
[4] NC(C(=O)N1CCN(C(=O)c2ccc3[nH]ncc3c2)CC1)c1cccc(Cl)c1 (stereo not given)
  A: 0.2	B: 6	C: -1.3	D: 19
[5] COc1ccc(OC)c(NS(=O)(=O)c2ccc(F)cc2)c1
  A: 0.0	B: 7	C: 1.3	D: 1
[6] COc1ccc(-c2csc(NC(=O)c3ccc(S(=O)(=O)N(C)c4ccccc4)cc3)n2)cc1
  A: -0.1	B: 0	C: -0.2	D: 0

The list continues.
Assay codes: A = FBW7 act; B = TEAD-YAP block; C = GPR151 activ; D = MITF primary
[26] O=C(O)c1ccc(N=NN2CCCCC2)cc1
  A: 0.1	B: -56	C: -5.5	D: 8
[27] Cc1cc(-c2ccc(/C=N/n3cnnc3)o2)c(C)c([N+](=O)[O-])c1
  A: 0.0	B: 4	C: 1.6	D: 12
[28] Cc1sc(NC(=O)c2ccccc2C(=O)O)nc1-c1ccccc1
  A: -0.1	B: 3	C: 0.3	D: -2
[29] CCOC(=O)/C(C#N)=C/c1ccc(NC(=O)/C(C#N)=C/c2ccccc2)cc1
  A: 0.4	B: 0	C: -0.4	D: 10
[30] CCOc1ccc(Oc2cc(NC(=O)c3nn4c(C(F)(F)F)cc(-c5cccs5)nc4c3Br)cc([N+](=O)[O-])c2)cc1
  A: 0.2	B: -9	C: 0.0	D: -8
[31] CC(C)CC(NS(=O)(=O)c1ccc2c(c1)oc(=O)n2C)C(=O)NCc1cccnc1 (stereo not given)
  A: 0.0	B: 8	C: 0.1	D: 2
[32] COCCN1CCN(C(=O)CC2(c3ccccc3F)CC(=O)N(CCOC)C2=O)CC1 (stereo not given)
  A: 0.0	B: -14	C: -0.4	D: -7
[33] Cc1ccc(/C=N/n2c(COc3ccccc3)n[nH]c2=S)o1
  A: -0.2	B: -14	C: 0.4	D: -15
[34] Cc1ccc(C(=O)Nc2ccccc2)cc1S(=O)(=O)N1CCOCC1
  A: 0.0	B: -14	C: 0.7	D: -12
[35] CCOc1ccc(C2c3c([nH][nH]c3=O)CC(C)(O)C2C(=O)OC)cc1 (stereo not given)
  A: -0.1	B: 9	C: 0.4	D: 15
[36] COc1cc(C=O)cc(OC)c1OS(=O)(=O)c1ccc(NC(C)=O)cc1
  A: -0.1	B: -6	C: 1.5	D: 7
[37] COc1ccc(S(=O)(=O)NC(C)c2ccccc2)cc1Br (stereo not given)
  A: 0.9	B: -6	C: -0.8	D: 24
[38] CC(=O)N1CCc2ccc(NS(=O)(=O)c3ccccc3)cc21
  A: 0.1	B: 0	C: -1.5	D: -4
[39] CC(C)CCNC(=O)c1cccc(I)c1
  A: 0.1	B: 5	C: 3.3	D: 1
[40] Cn1c(=O)c2c(nc(NCCc3ccccc3)n2Cc2ccccc2)n(C)c1=O
  A: 0.2	B: 4	C: -0.7	D: 1
[41] O=C(O)COc1cc(Cl)ccc1Cl
  A: 0.0	B: 9	C: 0.5	D: 8
[42] N#Cc1cc2cc3c(cc2nc1NCCCNC(=O)C1CCCO1)OCO3 (stereo not given)
  A: -0.1	B: -14	C: 0.4	D: -4
[43] O=C(CCCn1c(SCc2cccc([N+](=O)[O-])c2)nc2ccccc2c1=O)N1CCCC1
  A: -0.1	B: -3	C: 0.7	D: -4
[44] CCOC(=O)/C(=N\Nc1ccccc1[N+](=O)[O-])c1csc(N)n1
  A: 0.0	B: -6	C: 2.4	D: -4
[45] CCOc1ccc(NC(=O)c2sc3ncnc(N4CCc5ccccc5C4)c3c2C)cc1
  A: -0.1	B: -5	C: 2.0	D: -4
[46] COC(=O)c1c(OC(C)C)cc(=O)n2c1CCN(C(=O)c1scc3c1OCCO3)CC2
  A: -0.1	B: -7	C: 1.5	D: -2
[47] COc1ccccc1NC(=O)C(=O)N/N=C/c1ccc(Br)cc1
  A: 0.0	B: -9	C: -0.8	D: 15
[48] COc1ccc(C(=O)Cn2c(NCCCO)nc3ccccc32)cc1
  A: 0.0	B: 10	C: 0.3	D: 0
[49] Cc1occc1-c1nn(CC(=O)N(C(C)C)C(C)C)c(=O)o1
  A: 0.0	B: 9	C: 0.3	D: -1
[50] C=CCc1ccc(OCc2ccc(C(=O)OC)o2)c(OC)c1
  A: 0.0	B: -79	C: -1.4	D: 2

Shown field by field: two of the compounds above.
38. CC(=O)N1CCc2ccc(NS(=O)(=O)c3ccccc3)cc21
- FBW7 act = 0.1
- TEAD-YAP block = 0
- GPR151 activ = -1.5
- MITF primary = -4
42. N#Cc1cc2cc3c(cc2nc1NCCCNC(=O)C1CCCO1)OCO3 (stereo not given)
- FBW7 act = -0.1
- TEAD-YAP block = -14
- GPR151 activ = 0.4
- MITF primary = -4

Other records follow:
Assay codes: A = FBW7 act; B = TEAD-YAP block; C = GPR151 activ; D = MITF primary
[51] COc1ccc(-c2cccc(C(=O)NC3CCN(Cc4ccccc4)CC3)n2)cc1
  A: 0.0	B: -1	C: 1.2	D: -11
[52] C=CCN1CC(C(=O)NCCN2Cc3ccccc3OC(c3ccsc3)C2)CC1=O (stereo not given)
  A: 0.2	B: 3	C: 3.6	D: 1
[53] CCCCCC(=O)Nc1ccc(C(=O)N(C(C)C)C(C)C)cc1
  A: -0.4	B: 0	C: 0.0	D: -3
[54] CN(C)S(=O)(=O)NCc1ccc2[nH]c3c(c2c1)CCCC3
  A: -0.1	B: -10	C: -1.5	D: -1
[55] CCCC(=O)Nc1cc(C)c(NC(=O)c2ccccn2)cn1
  A: 0.0	B: -8	C: -0.1	D: -1
[56] CCOC(=O)N1CCc2c(sc3c2c(=O)n(-c2ccc(CC)cc2)c(=O)n3C)C1
  A: 0.2	B: -6	C: 0.3	D: -18
[57] Cc1ccccc1C(=O)NCCSc1c(C)[nH]c2ccccc12
  A: 0.0	B: -2	C: -1.4	D: 7
[58] COCCNC(=O)c1ccc(N2CCCCCC2)c([N+](=O)[O-])c1
  A: -0.1	B: -24	C: 1.0	D: 0
[59] CCCCCOC(=O)c1ccc(N2C(=O)C3C4C=CC(C4)C3C2=O)cc1 (stereo not given)
  A: 0.7	B: -2	C: 0.1	D: 17
[60] Cc1ccc(-c2ccc(NCCc3ccccn3)nc2)cc1
  A: -0.7	B: -77	C: -0.8	D: 7
[61] O=C1OC(c2ccc(F)cc2)=N/C1=C\c1ccc(-c2ccc(Cl)cc2)o1
  A: 0.4	B: 6	C: 1.6	D: 6
[62] O=C(N/N=C/c1ccc(Cl)cc1Cl)c1ccc(N2CCCC2=O)cc1
  A: -0.1	B: 17	C: 0.3	D: 6
[63] N#C/C(=C\c1cccs1)C(=O)NC1CCCCCC1
  A: -0.2	B: -36	C: 0.3	D: 12
[64] CSc1nnc2c(n1)OC(c1ccccc1O)Nc1ccccc1-2 (stereo not given)
  A: -0.1	B: 0	C: 1.9	D: -3
[65] O=C(CC1CC2CCC1C2)OCC(=O)c1cccc([N+](=O)[O-])c1 (stereo not given)
  A: -0.1	B: -1	C: 2.5	D: -6
[66] CCOC(=O)N1CCN(S(=O)(=O)c2ccc(C(=O)Nc3sc4c(c3C#N)CCCC4)cc2)CC1
  A: 0.0	B: 5	C: 1.4	D: -1
[67] COC(=O)c1c(C)oc2ccc(OCC(=O)O)cc12
  A: 0.0	B: -6	C: -0.7	D: 3
[68] Cc1cc(C(=O)NCc2cc3ccccc3[nH]2)ccc1[N+](=O)[O-]
  A: 0.1	B: -5	C: 3.5	D: 8
[69] O=S(=O)(CCSc1nnc(Cc2ccccc2)n1-c1ccccc1)Nc1ccccc1
  A: -0.3	B: 3	C: 0.0	D: 2
[70] Cc1ccccc1-c1n[nH]c(=S)n1C1CCCCC1
  A: 0.0	B: 0	C: 0.9	D: 8
[71] Cc1cc(NS(=O)(=O)c2ccccc2)c(C)c(Cl)c1O
  A: -0.1	B: 11	C: -1.1	D: -13
[72] Cc1nc2c(c(=O)[nH]1)CN(Cc1ccc(Cl)cc1)CC2
  A: -0.2	B: -2	C: -0.2	D: -1
[73] CCOC(=O)C(C)(C)Sc1ncnc2c1c(-c1ccccc1)cn2-c1cccc(F)c1
  A: -0.2	B: -8	C: -0.6	D: 4

By substructure, the entries above with a furan ring, fused or not.
Assay codes: A = FBW7 act; B = TEAD-YAP block; C = GPR151 activ; D = MITF primary
[27] Cc1cc(-c2ccc(/C=N/n3cnnc3)o2)c(C)c([N+](=O)[O-])c1
  A: 0.0	B: 4	C: 1.6	D: 12
[33] Cc1ccc(/C=N/n2c(COc3ccccc3)n[nH]c2=S)o1
  A: -0.2	B: -14	C: 0.4	D: -15
[49] Cc1occc1-c1nn(CC(=O)N(C(C)C)C(C)C)c(=O)o1
  A: 0.0	B: 9	C: 0.3	D: -1
[50] C=CCc1ccc(OCc2ccc(C(=O)OC)o2)c(OC)c1
  A: 0.0	B: -79	C: -1.4	D: 2
[61] O=C1OC(c2ccc(F)cc2)=N/C1=C\c1ccc(-c2ccc(Cl)cc2)o1
  A: 0.4	B: 6	C: 1.6	D: 6
[67] COC(=O)c1c(C)oc2ccc(OCC(=O)O)cc12
  A: 0.0	B: -6	C: -0.7	D: 3

Screens as filed in PubChem BioAssay.
